High-throughput results deposited in PubChem by Sanford-Burnham Center for Chemical Genomics.
SENP6 inh: SENP6 protease inhibitors, primary screen, biochemical, luminescence, uHTS | actives 1.8% (n = 330,000) | inhibition, % at 10 µM | Recombinant SENP6 catalytic domain, aminoluciferin luminescence | Sentrin-specific protease 6 (Homo sapiens), Q9GZR1;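 active = inhibition above about 50% at the single tested dose, limit read from the data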;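 note: plate controls were DMSO wells with enzyme for no effect and DMSO wells lacking enzyme for full effect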
Target sequence (Q9GZR1 628-1112 limits assumed): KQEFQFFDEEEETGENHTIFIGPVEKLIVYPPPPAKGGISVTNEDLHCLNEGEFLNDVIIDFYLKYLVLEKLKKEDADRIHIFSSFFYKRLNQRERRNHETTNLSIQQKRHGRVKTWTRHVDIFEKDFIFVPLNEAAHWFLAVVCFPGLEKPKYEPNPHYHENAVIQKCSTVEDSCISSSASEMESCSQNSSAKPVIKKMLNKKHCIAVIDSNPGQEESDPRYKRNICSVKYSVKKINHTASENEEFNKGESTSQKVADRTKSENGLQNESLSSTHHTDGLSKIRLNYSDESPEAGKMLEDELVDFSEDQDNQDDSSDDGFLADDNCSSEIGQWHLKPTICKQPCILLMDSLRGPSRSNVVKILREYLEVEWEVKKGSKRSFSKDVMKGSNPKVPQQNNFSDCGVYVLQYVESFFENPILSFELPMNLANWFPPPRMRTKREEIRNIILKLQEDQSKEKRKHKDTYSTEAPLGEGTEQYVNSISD
Apaf1 inhib: inhibitors of human Apaf-1 apoptosome, primary screen, biochemical, DEVD-Rh110 fluorescence, uHTS; Apoptotic protease-activating factor 1 (Homo sapiens), O14727; actives 0.71% (n = 330,000); reconstituted apoptosome caspase-3 activity; inhibition, % at 20 µM; AID 489030, 2010; active = inhibition of at least 40% at 20 µM;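 note: plate controls were DMSO wells for no effect and DEVD-CHO caspase inhibitor wells for full effect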
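detection = Rh110 fluorescence intensity | test system = biochemical Apaf-1 apoptosome reconstitution | also added = cytochrome c and DEVD-Rh110 substrate | schedule = 30 min plus 50 min, RT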
SENP7 inh: SENP7 protease inhibitors, primary screen, biochemical, luminescence, uHTS; actives 1.5% (n = 330,000); recombinant SENP7, Z-RLRGG-aminoluciferin luminescence, 40 min; AID 434973, 2010; Sentrin-specific protease 7 (Homo sapiens), Q9BQF6; inhibition, % at 5 µM;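 active = inhibition above about 50% at the single test dose, limit read from the data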;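 note: plate controls were DMSO with enzyme for no effect and no enzyme buffer wells for full effect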
SENP8 block-1: SENP8 protease inhibitors, primary screen, biochemical, luminescence; purified SENP8, Z-RLRGG-aminoluciferin cleavage; inhibition, % at 10 µM; actives 1.2% (n = 330,000); AID 2540, 2010; in the data active = inhibition above about 50%
Target sequence (Q96LD8 whole entry, looked up): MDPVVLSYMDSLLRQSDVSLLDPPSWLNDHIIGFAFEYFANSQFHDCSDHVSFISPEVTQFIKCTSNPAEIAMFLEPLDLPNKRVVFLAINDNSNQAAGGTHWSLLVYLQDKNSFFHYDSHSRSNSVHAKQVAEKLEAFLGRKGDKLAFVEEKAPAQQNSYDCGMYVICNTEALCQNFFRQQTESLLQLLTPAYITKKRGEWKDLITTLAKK
SENP8 block-2: human SENP8 protease inhibitors, primary screen, biochemical, fluorescence, Nedd8 protein substrate, uHTS. inhibition, % at 20 µM. AID 602440, 2012. actives 0.64% (n = 360,000). Sentrin-specific protease 8 (Homo sapiens), Q96LD8. recombinant SENP8; in the data active = inhibition mostly above about 40%, no sharp cut-off; inactive = mostly below about 27%
UBC13 polyUb: UBC13 polyubiquitin chain formation inhibitors, primary screen, biochemical, TR-FRET, uHTS; actives 0.47% (n = 330,000); inhibition, % at 20 µM; in the data active = inhibition above about 45%, passing the limit was not always enough
Target sequence (P61088 whole entry, looked up): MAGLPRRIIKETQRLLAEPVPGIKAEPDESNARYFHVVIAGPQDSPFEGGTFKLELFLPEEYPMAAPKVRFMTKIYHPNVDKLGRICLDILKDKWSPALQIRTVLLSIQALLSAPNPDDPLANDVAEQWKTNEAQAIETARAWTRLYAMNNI
SENP1 inh: human SENP1 catalytic domain inhibitors, primary screen, biochemical, FRET, uHTS; Sentrin-specific protease 1 (Homo sapiens), Q9P0U3; recombinant SENP1 catalytic domain, CyPet-SUMO1-YPet FRET cleavage; inhibition, % at 10 µM; actives 0.21% (n = 360,000); AID 624204, 2012;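 active = inhibition at least 30% at 10 µM, raw YFP signal under a set limit, fluorescence ratio 0.5 to 1.5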;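 note: 0% = enzyme with DMSO and 100% = no enzyme wells; some results filed as inactive read as strong as hits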
Target sequence (Q9P0U3 419-644 limits assumed): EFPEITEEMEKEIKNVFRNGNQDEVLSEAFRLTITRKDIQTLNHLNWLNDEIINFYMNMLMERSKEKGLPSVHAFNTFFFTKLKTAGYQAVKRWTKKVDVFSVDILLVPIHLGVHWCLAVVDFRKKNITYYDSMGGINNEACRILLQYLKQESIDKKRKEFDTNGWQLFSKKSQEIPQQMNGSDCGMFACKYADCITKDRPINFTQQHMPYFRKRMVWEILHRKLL
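Test system: human SENP1 catalytic domain; medium: Tris pH 8 buffer plus EDTA, NaCl, BME, BSA, NP40, catalase; incubation: 50 min reaction at room temperature; technique: FRET, CFP and YFP emission; controls: no-enzyme low control and enzyme-plus-DMSO high control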
A3G deaminase: APOBEC3G DNA deaminase inhibitors, primary screen, biochemical, fluorescence, single-stranded DNA substrate, uHTS; DNA dC->dU-editing enzyme APOBEC-3G (Homo sapiens), Q9HC16; recombinant A3G, ssDNA deamination FAM/TAMRA fluorescence; inhibition, % at 20 µM; actives 0.28% (n = 330,000);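 active = inhibition of at least 40% at 20 µM, with no more than 30% in the related APOBEC3A deaminase screen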;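 note: plate controls were DMSO wells with A3G for no effect and wells lacking A3G enzyme for full effect; some compounds called inactive have numbers as strong as hits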
The depositor's hits bear a star; . = not tested or not shown.

SMILES	SENP6 inh	Apaf1 inhib	SENP7 inh	SENP8 block-1	SENP8 block-2	UBC13 polyUb	SENP1 inh	A3G deaminase
CCCCOC(=O)CSc1nnc(-c2ccc(Cl)cc2Cl)o1	-4.2	21.9	1.4	-4.6	19.1	-2.8	3.1	2.9
COC(=O)c1ccccc1S(=O)(=O)NNC(=O)Nc1ccccc1	-18.9	-5.1	-1.2	-9.4	5.6	3.1	0.9	-10.1
CSc1nnc2c3cc(C)ccc3n(Cc3ccccc3)c2n1	-8.8	18.8	-12.0	12.6	3.8	1.6	1.8	-2.7
COc1ccc(N2CCN(CC(=O)Nc3nnc(-c4ccccc4)s3)CC2)cc1	7.6	10.2	2.1	10.8	-31.3	-3.8	-5.2	-2.3
O=C(CNc1ccc(F)cc1F)NC(=O)NCc1ccco1	18.0	-5.9	1.6	-3.1	-0.5	-9.3	1.5	-5.0
COC(=O)C(C(=O)OC)c1ccc(N)cc1	-14.2	-31.5	0.5	-3.2	21.9	15.7	2.2	-7.7
CCc1n[nH]c(=S)n1/N=C/c1ccc(N(C)c2ccccc2)cc1	1.0	15.7	-9.1	-1.0	-152.0	-20.1	-12.0	-11.4
Cc1c(Br)ccc(NC(=O)c2ccccc2[N+](=O)[O-])c1C	5.3	2.6	-1.9	-1.9	10.8	-13.5	2.9	-0.9
CCCCn1c(N)c(N(CCC(C)C)C(=O)C2=NN(c3cc(C)ccc3C)C(=O)CC2)c(=O)[nH]c1=O	1.2	-0.8	0.8	4.5	7.7	-7.3	-4.4	-7.6
COc1ccc(/C=N/NC(=O)/C(=C/c2ccccc2)CCO)cc1	-4.9	-7.0	-0.6	1.4	10.2	5.2	1.5	-0.9
CC(C)(C)NC(=O)CN(Cc1cccs1)C(=O)CNS(=O)(=O)c1ccc(F)cc1	-31.0	5.3	0.0	-9.3	3.0	-6.7	3.1	-8.7
c1ccc(C2COC(c3cccs3)=N2)cc1 (stereo unspecified)	9.0	-5.4	-4.9	-15.4	3.7	-4.1	-1.2	-5.7
Cc1nc(SC2CC(=O)N(c3ccc([N+](=O)[O-])cc3)C2=O)nc2c1CCCC2 (stereo unspecified)	-17.8	4.9	1.5	8.3	22.6	2.8	3.7	-0.2
CCCN1CCC(=O)N([C@H](CN=[N+]=[N-])CC(C)C)CC1	-8.5	21.4	2.5	-7.8	-30.9	15.4	-21.7	-9.6
O=S(=O)(NCc1cccnc1)c1ccc(Br)s1	-11.2	7.8	-9.0	-11.9	4.2	-6.2	0.7	-6.8
CC(Oc1ccccc1)C(=O)Nc1cccc(-c2nc3ccccc3[nH]2)c1 (stereo unspecified)	35.8	3.9	36.1	14.3	-101.9	4.4	0.5	-5.3
O=C(NCCSc1ccccc1)c1ccccc1	44.8	-5.1	25.8	-7.8	12.6	-5.7	4.5	-3.3
O=C(O)C/C(=C\c1cc2c(cc1Br)OCO2)c1nc2ccccc2s1	-20.0	12.6	-13.1	-2.3	-128.9	-15.0	-0.9	11.8
CCOC(=O)N1CCN(S(=O)(=O)c2c(C)nn(C)c2C)CC1	-15.7	-24.2	-0.7	-4.9	20.8	3.3	-0.4	-6.5
O=C(Nc1ccc2c(c1)OCO2)c1ccc(S(=O)(=O)N2CCCC2)cc1	6.6	-0.6	-4.3	2.7	1.6	-1.3	-1.8	-3.9
O=C(Cc1ccccc1)Nc1nnc(-c2ccco2)s1	3.2	-7.2	0.9	0.0	-97.3	-1.5	1.4	-6.2
CCCOc1ccc(C(=O)c2ccccc2C(=O)OC2CCOC2=O)cc1OCCC (stereo unspecified)	1.2	-4.3	1.0	0.4	11.8	0.9	2.6	-3.6
Fc1ccccc1C(c1nnnn1C1CCCC1)N1CCN(Cc2ccccc2)CC1 (stereo unspecified)	2.4	10.0	-1.8	-5.0	18.0	0.3	-2.5	-0.9
O=C(O)Cc1ccc(Oc2ncc(C(F)(F)F)cc2Cl)cc1	5.0	-10.0	1.6	7.4	2.7	5.7	2.0	-3.6
CCOCC(=O)Nc1cc(C(=O)Nc2cc(C)cc(C)c2)ccc1Cl	-31.8	-3.8	92.8*	79.1*	.	-0.7	.	-2.0

Remaining list, next part
SMILES	SENP6 inh	Apaf1 inhib	SENP7 inh	SENP8 block-1	SENP8 block-2	UBC13 polyUb	SENP1 inh	A3G deaminase
CCOc1ccccc1CNC(=O)CCc1cn(CC)c2ccccc12	-8.4	13.3	-0.4	0.7	12.0	11.7	-0.6	-7.1
O=C(Cc1ccc(F)cc1)N1CCC(CC2CC(c3ccc(Cl)cc3)=NO2)(C(=O)NCC2CCCCC2)CC1 (stereo unspecified)	-2.8	10.6	-1.9	-0.6	20.1	1.1	2.4	-14.0
C[C@H]1CCC(=O)N([C@H](CC#N)Cc2ccccc2)CC1	-7.3	2.9	7.2	-14.3	9.2	-14.2	-0.1	-4.2
CC(=O)NC1=NC(=O)C(C)S1 (stereo unspecified)	-7.3	-2.0	6.2	0.2	21.2	-0.5	0.0	-6.9
Cc1ccc(SC(C)C(=O)NCCC2=CCCCC2)cc1 (stereo unspecified)	-21.6	15.8	2.4	1.0	12.5	11.4	1.4	-7.4
CC(C)CC[n+]1ccn(-c2nc3ccccc3nc2[N-]S(=O)(=O)c2ccc(Cl)cc2)c1	-0.1	-12.2	5.7	-6.4	-390.9	15.3	-95.0	-3.8
O=C(NC1CCCc2c1cnn2-c1ccccc1F)c1ccccn1 (stereo unspecified)	-8.8	7.5	10.8	1.4	4.1	-6.0	-0.5	4.7
COc1ccc(C)cc1NC(=O)CSc1nc2ccccc2nc1N1CC(C)OC(C)C1 (stereo unspecified)	3.4	9.5	-1.6	6.2	-169.4	-2.3	-4.2	-6.5
CCOC(=O)c1sc(=S)n2c1[nH]c(=O)c1ccc(C(=O)OC)cc12	-7.9	9.0	2.3	-4.9	8.6	-6.7	5.8	41.3*
O=C(NCc1ccccn1)C1CCCN(S(=O)(=O)c2ccccc2)C1 (stereo unspecified)	-47.7	-9.2	-4.4	-1.4	33.6	1.8	-1.0	-9.6
COc1cccc(/C=C2\CCC(C3CCCC3)C2=O)c1 (stereo unspecified)	50.3*	5.9	20.8	39.8	11.8	-0.4	0.9	-0.8
COC(=O)c1ccc(NC(=O)Nc2ccc(F)cc2)cc1	68.3*	-4.8	48.7	45.8	6.5	1.5	1.2	-11.3
CCCCCCOC(=O)C[N+](C)(C)CCOC1CC2CCC1(C)C2(C)C (stereo unspecified)	-9.0	52.4*	6.9	-10.1	1.3	54.5*	-0.8	-2.5
O=C(OCC(=O)N1CCCc2ccccc21)c1c(F)cccc1F	-8.2	10.0	-12.3	-3.4	5.4	-6.3	-0.2	-7.1
COc1cc2[nH]c(=S)nc(NCCCOC(C)C)c2cc1OC	0.5	7.8	3.3	1.4	19.2	5.4	-1.7	-2.7
COc1ccc(C(=O)OCC(=O)NCC2CCCCC2)cc1F	-13.3	10.3	-16.6	0.2	11.3	-9.7	2.1	2.2
Cc1ccc(OCCn2cc(/C=C/C(=O)O)c3ccccc32)cc1	16.9	12.9	4.3	5.8	-7.9	-10.1	-1.3	-2.5
CN(C(=O)COC(=O)CCc1c[nH]c2ccccc12)c1ccccc1	-9.3	12.7	-13.0	-9.9	5.7	5.2	1.5	-13.3
Clc1ccc(-c2noc(CN(Cc3ccccn3)CC3CCCO3)n2)cc1 (stereo unspecified)	-10.8	11.3	2.0	-1.3	14.9	5.1	-3.0	-8.7
CC1=C(C(=O)Nc2ccccc2)C(c2ccc(C)o2)n2ncnc2N1 (stereo unspecified)	-2.6	-4.1	3.9	-1.7	10.9	2.0	-0.1	-3.1
Cc1cc(Br)c(NC(=O)Cn2c([N+](=O)[O-])cnc2C)cc1C	14.0	2.4	3.4	4.5	25.0	1.1	0.0	-5.1
O=C(CC12CC3CC(CC(C3)C1)C2)NCC(=O)N1CCc2ccccc2C1	-4.6	9.7	-4.8	-8.0	20.8	-8.3	0.9	-4.5
COC(=O)C1CCN(Cc2c(C(=O)N3C[C@@H](C)O[C@@H](C)C3)nc3ccc(Cl)cn23)CC1	-1.6	-6.2	-11.1	-3.3	16.1	-12.9	-1.9	-4.6
Cc1ccc2nc(NC(=O)C3CC3C)sc2c1 (stereo unspecified)	22.7	7.9	7.5	-14.3	7.8	0.5	3.2	0.5
Clc1ccc(CNc2ccc3nnc(-c4ccccc4)n3n2)cc1	5.2	-20.4	-3.8	1.3	-40.6	4.2	2.4	-8.3

(next part)
SMILES	SENP6 inh	Apaf1 inhib	SENP7 inh	SENP8 block-1	SENP8 block-2	UBC13 polyUb	SENP1 inh	A3G deaminase
CCc1csc(CCNC(=O)C2CCC(=O)N(CCc3cccc(F)c3)C2)n1 (stereo unspecified)	1.1	4.4	1.0	4.9	4.9	-3.8	2.4	-4.4
O=C(c1ccco1)N1CCN(C(=O)c2cc(-c3ccccc3)nc3ccccc23)CC1	11.3	11.3	-2.6	-2.1	13.3	3.0	0.6	-2.8
O=C(Nc1ccc(Cl)cc1)N1CCc2[nH]c3ccccc3c2C1	0.8	12.8	11.4	5.5	-327.3	10.6	-16.1	3.0
Cc1ccccc1S(=O)(=O)Cc1ccc(C(=O)NCCN(Cc2ccccc2)C(C)C)o1	19.6	-6.8	3.6	0.5	7.6	-4.2	3.7	-4.5
O=C(COC(=O)C1CCC(=O)N1)Nc1ccccc1Br (stereo unspecified)	-10.1	-7.6	6.0	0.5	6.7	0.0	2.2	-1.2
OC(COCc1ccc(Cl)cc1)CN1CCCCC1 (stereo unspecified)	-2.5	-7.0	-10.5	-5.9	-18.5	-1.7	2.0	-6.7
CCSC1=C(C#N)C(c2cccs2)C(C(=O)OC)=C(C)N1 (stereo unspecified)	7.3	1.8	1.2	0.7	-41.6	17.6	-1.2	-2.0
COC(=O)C1=CN(Cc2ccccc2)C=C(C(=O)OC)C1c1cc(F)ccc1F	16.9	17.5	4.3	6.2	-262.7	14.0	-157.8	-11.7
O=c1oc2ccc3ccccc3c2c2c1SC(C(F)(F)F)C2 (stereo unspecified)	3.7	7.1	-4.1	-1.8	-469.5	21.7	-88.9	-2.8

A second format for 7 compounds above.
Every second line gives: SENP6 inh | Apaf1 inhib | SENP7 inh | SENP8 block-1 | SENP8 block-2 | UBC13 polyUb | SENP1 inh | A3G deaminase
> O=C(c1ccco1)N1CCN(C(=O)c2cc(-c3ccccc3)nc3ccccc23)CC1
  11.3 | 11.3 | -2.6 | -2.1 | 13.3 | 3.0 | 0.6 | -2.8
> CCc1csc(CCNC(=O)C2CCC(=O)N(CCc3cccc(F)c3)C2)n1 (stereo unspecified)
  1.1 | 4.4 | 1.0 | 4.9 | 4.9 | -3.8 | 2.4 | -4.4
> OC(COCc1ccc(Cl)cc1)CN1CCCCC1 (stereo unspecified)
  -2.5 | -7.0 | -10.5 | -5.9 | -18.5 | -1.7 | 2.0 | -6.7
> O=c1oc2ccc3ccccc3c2c2c1SC(C(F)(F)F)C2 (stereo unspecified)
  3.7 | 7.1 | -4.1 | -1.8 | -469.5 | 21.7 | -88.9 | -2.8
> O=C(Nc1ccc(Cl)cc1)N1CCc2[nH]c3ccccc3c2C1
  0.8 | 12.8 | 11.4 | 5.5 | -327.3 | 10.6 | -16.1 | 3.0
> COC(=O)C1=CN(Cc2ccccc2)C=C(C(=O)OC)C1c1cc(F)ccc1F
  16.9 | 17.5 | 4.3 | 6.2 | -262.7 | 14.0 | -157.8 | -11.7
> CCSC1=C(C#N)C(c2cccs2)C(C(=O)OC)=C(C)N1 (stereo unspecified)
  7.3 | 1.8 | 1.2 | 0.7 | -41.6 | 17.6 | -1.2 | -2.0
